# Source: PubChem
# XiGFP reactiv = X-chromosome reactivation activator. XiGFP mouse fibroblasts, % GFP-positive cells imaging, 3 d; cells co-treated with 5-aza-dC sensitizer; scaled so ellipticine positive control = 100%. activation, % at 7.58 µM. actives 0.055% (n = 360,000). AID 743238;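 active = mean normalized replicate activation at least 10% and every replicate at or above 10%; inconclusive = only one of the two criteria met; inactive = mean below 10% and not all replicates reach 10%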;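 note: 0% = median of on-plate neutral control wells and 100% = ellipticine 6 µM median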
#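 Material: XiGFP fibroblasts, SV40-immortalized; Buffer or medium: DMEM containing 5-aza-dC; Compound dosing: single point; Times: 3 days compound exposure.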
# DENV2 CPE = DENV2-induced cell death inhibition; DENV2-infected cells, cytopathic effect rescue, plate reader; CPE inhibition, % at 9.99 µM; actives 1.7% (n = 350,000); in the data active = CPE inhibition above about 20%, passing the limit was not always enough; inconclusive = no clear call, values can overlap the other calls; tested in BHK-21 cells;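 note: 0% = median of neutral control wells and 100% = median of positive control wells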
# RAD52 inh = inhibitors of human RAD52 DNA annealing; P43351; recombinant RAD52 DNA annealing, FRET fluorescence; inhibition, % at 18.7 µM; actives 0.46% (n = 360,000); AID 651710;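 active = every replicate showing at least 50% inhibition; inconclusive = mean inhibition at least 50% but not in every replicate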
# Target sequence (P43351 whole entry, looked up): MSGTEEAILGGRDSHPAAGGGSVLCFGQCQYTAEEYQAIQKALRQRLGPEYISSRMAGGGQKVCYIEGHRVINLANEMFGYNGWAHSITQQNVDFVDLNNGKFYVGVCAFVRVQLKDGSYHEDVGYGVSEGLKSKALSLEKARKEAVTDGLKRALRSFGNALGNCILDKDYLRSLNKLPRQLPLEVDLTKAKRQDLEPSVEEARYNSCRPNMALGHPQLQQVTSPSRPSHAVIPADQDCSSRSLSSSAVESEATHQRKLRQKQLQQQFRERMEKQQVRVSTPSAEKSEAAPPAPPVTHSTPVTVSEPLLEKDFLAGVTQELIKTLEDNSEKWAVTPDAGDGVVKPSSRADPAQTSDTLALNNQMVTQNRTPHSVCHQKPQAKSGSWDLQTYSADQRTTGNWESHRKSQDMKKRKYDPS
# E-selectin induc = E-selectin induction on HUVECs; HUVEC E-selectin immunofluorescence imaging; normalized: neutral wells 0, TNF-alpha wells 100; AID 686992; P16581; activation, % at 7.58 µM; actives 0.37% (n = 260,000);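 active = mean E-selectin-positive cell signal at least 10% of the positive control, reached in at least 60% of replicates, without over 20% cell loss; inconclusive = no rule given, readout overlaps actives, possibly toxicity-flagged; inactive = the rest, including those meeting only one limit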;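 note: in these data hits start at about 27%; measured in HUVEC primary endothelial cells; signal is the percent of cells scored E-selectin positive by PE staining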
# Target sequence (P16581 whole entry, looked up): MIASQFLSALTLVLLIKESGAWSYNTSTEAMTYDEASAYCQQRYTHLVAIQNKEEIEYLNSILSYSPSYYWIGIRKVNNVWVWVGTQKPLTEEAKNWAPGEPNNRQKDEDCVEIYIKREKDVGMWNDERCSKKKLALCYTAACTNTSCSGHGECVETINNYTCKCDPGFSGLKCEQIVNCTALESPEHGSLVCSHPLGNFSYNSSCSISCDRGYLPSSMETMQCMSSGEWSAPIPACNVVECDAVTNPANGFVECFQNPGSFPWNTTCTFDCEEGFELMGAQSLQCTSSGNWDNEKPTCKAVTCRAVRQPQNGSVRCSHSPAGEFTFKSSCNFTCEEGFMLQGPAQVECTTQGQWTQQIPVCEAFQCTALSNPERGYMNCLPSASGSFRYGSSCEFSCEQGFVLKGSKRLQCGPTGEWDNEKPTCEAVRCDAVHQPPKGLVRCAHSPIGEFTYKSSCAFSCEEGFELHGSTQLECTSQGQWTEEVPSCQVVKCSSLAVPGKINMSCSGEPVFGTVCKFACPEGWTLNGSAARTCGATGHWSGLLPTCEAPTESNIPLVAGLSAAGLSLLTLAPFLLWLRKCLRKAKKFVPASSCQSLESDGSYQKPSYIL
#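 System: HUVEC, human umbilical vein endothelial cells; quantity: 3,000 cells/well; buffer or medium: EGM-2 medium, gelatin-coated wells; dosing: single-point compound dose; detection: immunofluorescence imaging; evaluation: % PE-positive cells; benchmarks: TNF-alpha, DMSO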
# Casp6 inh = inhibitors of human caspase-6. purified caspase-6, Z-VEID-R110 cleavage fluorescence. inhibition, % at 12.5 µM. actives 0.53% (n = 350,000). AID 686996;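 active = mean inhibition across replicates at least about 35%, with every replicate also reaching that limit, limit read from the data; inconclusive = only one of the two criteria met; inactive = neither criterion met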;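 note: 0% = median of neutral control wells and 100% = no fluorescence left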
# CFTR F508del cor = correctors of CFTR F508del function in bronchial epithelial cells; AID 720511; activity (quench increase), % at 7.58 µM; CFBE cells, YFP halide quenching; stimulated with forskolin plus potentiator P3; % fluorescence drop versus neutral controls; actives 0.36% (n = 350,000);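 active = mean added fluorescence quench of at least 8% versus neutral control, with both replicates also reaching 8%; inconclusive = only one of the mean or replicate conditions met; inactive = mean below 8% and not both replicates reaching 8%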;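 note: cells transiently co-express mutant CFTR-F508del with the halide-sensitive YFP; corrector assay measuring rescue of mutant channel to the surface after 24 h compound exposure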
# GSIS activator = GLuc luminescence reporter in INS-1E cells, primary screen for activators of glucose-dependent secretion of insulin | actives 0.61% (n = 370,000) | INS-1E GLuc reporter insulin secretion, 2-3 h | AID 743287 | activation, % at 16.6 µM;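 active = lowest replicate activation of at least 40%, so every replicate reaches that level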;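 note: 0% = median of neutral control wells and 100% = median of IBMX positive control wells; some compounds called inactive have numbers as strong as hits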
# RAD54 branch = RAD54 (human) branch migration inhibition. RAD54 Holliday junction branch migration, FAM/BHQ fluorescence. AID 602329. actives 0.14% (n = 360,000). inhibition, % at 10.4 µM. Q92698;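 active = mean normalized replicate activity at least 40 and at least half of replicates scoring 40 or more; inconclusive = only one of the two criteria met; inactive = mean below 40 and under half of replicates reaching 40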;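 note: 0% = median of neutral control wells and 100% = median of positive control wells; inhibitors cause a drop in the FAM fluorescence signal; in these data hits start at about 50%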
# Starred values were filed as active, the others as inactive; ? = inconclusive; / = no result given; & = joins results of further samples.
SMILES,XiGFP reactiv,DENV2 CPE,RAD52 inh,E-selectin induc,Casp6 inh,CFTR F508del cor,GSIS activator,RAD54 branch
COc1ccc(S(=O)(=O)N(C)C[C@@H]2Oc3ccc(NS(=O)(=O)c4c(C)noc4C)cc3C(=O)N([C@H](C)CO)C[C@H]2C)cc1,-0.8,/,-23,-6.4,2,-1.8,-6,1
C[C@H](CO)N1C[C@H](C)[C@H](CN(C)Cc2cccc(F)c2)Oc2ncc(C#CCc3ccccc3)cc2C1=O,0.5,3,30,0.1,-2,-0.5,-40,0
COc1cc2c(cc1OC)CN(c1ccc(F)cc1[N+](=O)[O-])CC2,0.1,-6,8,0.9,2,2.4,22,3
COc1ccc([C@@H]2CC=C(C(=O)O)[C@H](c3ccc(C)cc3)N2S(=O)(=O)c2ccc(C)cc2)cc1OC,-0.2,?,-7,0.7,5,-0.4,15,2
C/C=C/c1ccc2c(c1)O[C@@H](CN(C)C(=O)C1CCC1)[C@H](C)CN([C@@H](C)CO)S2(=O)=O,-0.8,/,/,0.6,/,1.2,-7,/
CCC(=O)Nc1c(S(=O)(=O)c2ccccc2)c2nc3ccccc3nc2n1Cc1ccccc1,0.0,-9,-30,0.5,-3,-1.6,-23,6
Cc1c(/C=N/NC(=O)COc2ccccc2[N+](=O)[O-])c2ccccc2n1C,-0.1,-6,-12,1.0,0,/,12,/
CC1(C#CC[N+]2(C)CCCCC2)CCC2C(O1)c1ccccc1OC2(C)C (configuration not stated),0.1,4,-4,15,-12,-1.9,-2,-3
O=C1C=C(c2ccccc2)C[C@@H](c2ccc(Cl)cc2)C1,-0.6,-7,-4,-0.1,3,-0.7,-8,-11
CC(=O)c1ccc(NC(=O)c2cc(CC(C)C)nc3ccccc23)cc1,0.1,8,4,0.5,-3,-3.3,/,-4
Cc1cccc(N(C(=O)Cc2cccs2)C(C(=O)NC2CCCC2)c2ccncc2)c1 (configuration not stated),0.3,-4,-14,-0.2,-1,0.6,4,13
CC(C)CC#Cc1cnc2c(c1)C(=O)N([C@H](C)CO)C[C@H](C)[C@H](CN(C)Cc1ccccn1)O2,0.3,?,-1,-0.2,1,-0.6,-1,-3
Cc1ccc(S(=O)(=O)N(C)C[C@H]2Oc3cc(C#Cc4ccccc4)ccc3S(=O)(=O)N([C@H](C)CO)C[C@@H]2C)cc1,0.0&-0.4,-2&-2&6,-18&7&-9,-0.4&-1.6,-3&2&-1,0.6,-4&-6,9&-11&-8
COc1cccc(-c2nc(S(=O)(=O)c3ccccc3)c(N3CCOCC3)o2)c1,/,3,-2,/,12,3.9,5,2
COc1cc(SC)ccc1C(=O)NCCOc1c(C)cc(C)cc1C,/,2,-14,/,-1,-2.4,-39,-2
Cc1ccc(C)c(OCCC(=O)Nc2ccccc2C(=O)NC2CC2)c1,0.1,-1,5,/,1,-0.5,/,/
CCc1ccc(-n2c(SCC(=O)N3Cc4ccccc4CC3C(=O)O)nnc2-c2ccncc2)cc1 (configuration not stated),0.0,3,-15,5.9,8,-1.5,-7,-1
COC(=O)C1=CN(c2ccc(C(C)(C)C)cc2)C(N)=C(C#N)C1c1ccccc1F (configuration not stated),0.0,-7,-11,0.2,0,-0.5,-15,/
C[C@@H]1CN([C@@H](C)CO)C(=O)c2cc(NC(=O)CCCCCC(=O)Nc3ccccc3N)ccc2O[C@@H](C)CCCCO[C@@H]1CN(C)C(=O)Nc1ccc(C(F)(F)F)cc1,0.1,1,5,0.1,-1,1.5,9,3
O=C([C@@H]1[C@@H](CO)[C@@H]2Cn3c(ccc(-c4ccccc4F)c3=O)[C@@H]2N1CC1CC1)N1CCCCC1,0.1,4,7,-0.1,0,/,-9,-4

# Retrieved one by one from the entries so far:
SMILES,XiGFP reactiv,DENV2 CPE,RAD52 inh,E-selectin induc,Casp6 inh,CFTR F508del cor,GSIS activator,RAD54 branch
C[C@H](CO)N1C[C@H](C)[C@H](CN(C)Cc2cccc(F)c2)Oc2ncc(C#CCc3ccccc3)cc2C1=O,0.5,3,30,0.1,-2,-0.5,-40,0
Cc1ccc(C)c(OCCC(=O)Nc2ccccc2C(=O)NC2CC2)c1,0.1,-1,5,/,1,-0.5,/,/
COc1cc(SC)ccc1C(=O)NCCOc1c(C)cc(C)cc1C,/,2,-14,/,-1,-2.4,-39,-2

# (list continues)
SMILES,XiGFP reactiv,DENV2 CPE,RAD52 inh,E-selectin induc,Casp6 inh,CFTR F508del cor,GSIS activator,RAD54 branch
CCc1nc2ccc(C(=O)N3CCN(S(=O)(=O)CC)CC3)cn2c1N(C=O)Cc1ccc(OC)cc1,0.2,-1,-1,1.1,-1,-3.2,0,-12
O=C(CS(=O)(=O)c1ccccc1)Nc1ccc(Cl)cn1,0.3,17,-31,-1.0,0,-1.5,-1,1
CC(C)(C)C(=O)O/N=C(\N)c1ccc(Oc2cc(Cl)cc(Cl)c2)c([N+](=O)[O-])c1,0.0,-7,-8,/,-3,0.7,-9,/
CC1Cc2ccccc2N1C(=O)COC(=O)/C=C/c1cccc(F)c1 (configuration not stated),0.1,-9,-2,/,-2,-3.2,/,2
Cc1sc2nc(CSCC(=O)NC3(C#N)CCCCC3)[nH]c(=O)c2c1C,0.2,-5,-39,-0.1,-1,2.6,2,-12
CCC(Sc1nc2cc(OC)c(OC)cc2c(=O)n1CCc1ccc(OC)c(OC)c1)C(=O)NCCOC (configuration not stated),0.0,-2,-2,/,/,0.7,-12,/
COc1cccc(NC(=O)N2CCc3nc(NCc4cccc(Oc5ccccc5)c4)ncc3C2)c1,-0.1,-10,-74,0.4,-2,1.8,/,-2
CCOC(=O)C1=CC[C@@H](c2ccc(OC)cc2)N(S(=O)(=O)c2ccc(C)cc2)[C@H]1CC,-0.1,13,-1,-0.1,-1,2.8,-16,-3
CNC(=S)N(Cc1ccco1)Cc1cc2cc3c(cc2[nH]c1=O)OCCO3,0.3,-1,-30,-3.2,0,/,12,/
COc1ccc(OCC(=O)N2CCCC2=O)c([N+](=O)[O-])c1,0.3,-5,-6,1.7,1,-2.6,23,-5
CC(C)N1CCN(C(=O)c2cccc(Cl)c2)CC1,0.0,5,-5,/,-2,-1.0,25,4
C[C@H](CO)N1C[C@H](C)[C@H](CN(C)CC2CCCCC2)Oc2ccc(NS(=O)(=O)c3ccc(Cl)cc3)cc2CC1=O,0.0,0,3,-15,-2,7.4,-1,-24
NC(=O)c1ccc(NC(=O)COC(=O)C2(c3ccccc3F)CCCC2)cc1,0.0,5,-5,/,-1,-1.1,-12,/
CCCCn1c(N)c(N(CC(C)C)C(=O)c2ccc(OCc3c(C)noc3C)cc2)c(=O)[nH]c1=O,0.0,-5,3,-0.1,-1,1.5,11,13
Cc1ccc([C@@H]2CC=C(C(=O)O)[C@H](c3ccc(Br)cc3)N2S(=O)(=O)c2ccccc2C)cc1,0.0,28*,-11,-1.3,9,-7.4,-11,7
C[C@H]1CN([C@@H](C)CO)C(=O)c2cc(NS(C)(=O)=O)ccc2O[C@H]1CN(C)S(=O)(=O)c1cccs1,-1.4,1,-5,-0.1,-1,4.3,17,2
COc1cccc(NC(=O)N[C@H]2CC[C@H](CC(=O)N3CCOCC3)O[C@@H]2CO)c1,0.2,-8,-9,-1.6,3,-2.2,-4,-1
CC(=O)Nc1ccc(N/C=C2/CCCC2=O)cc1,0.0,-6,-29,/,1,-0.1,/,13
O=C(NCCN1CCOCC1)c1cccnc1SCc1ccccc1Cl,0.1,5,-13,/,1,/,22,-3
C[C@H](CO)N1C[C@H](C)[C@H](CN(C)C(=O)C2CCCCC2)OCCCC[C@H](C)Oc2ccc(NC(=O)NC3CCCCC3)cc2C1=O,0.0,1,10,/,5,1.8,-21,-17

# Rewritten bar-delimited: 3 of the compounds above
mol | XiGFP reactiv | DENV2 CPE | RAD52 inh | E-selectin induc | Casp6 inh | CFTR F508del cor | GSIS activator | RAD54 branch
CC(=O)Nc1ccc(N/C=C2/CCCC2=O)cc1 | 0.0 | -6 | -29 | / | 1 | -0.1 | / | 13
Cc1sc2nc(CSCC(=O)NC3(C#N)CCCCC3)[nH]c(=O)c2c1C | 0.2 | -5 | -39 | -0.1 | -1 | 2.6 | 2 | -12
O=C(NCCN1CCOCC1)c1cccnc1SCc1ccccc1Cl | 0.1 | 5 | -13 | / | 1 | / | 22 | -3

# The listing continues.
SMILES,XiGFP reactiv,DENV2 CPE,RAD52 inh,E-selectin induc,Casp6 inh,CFTR F508del cor,GSIS activator,RAD54 branch
Cc1nn(CC2CC2)c(=O)n1-c1ccc(F)cc1,0.2,10,3,0.0,7,1.1,7,-2
O=C(CSc1nc(-c2cccs2)cc(C(F)(F)F)n1)Nc1cc(OCC(F)(F)F)cc([N+](=O)[O-])c1,-0.1,-2,2,-2.6,-3,/,-5,/
O=C([C@H]1N[C@H]2c3ccc(-c4ccccc4F)c(=O)n3C[C@H]2[C@@H]1CO)N1CCc2ccccc2C1,0.2,1,-2,-0.5,2,/,4,1
COc1ccccc1-c1cn(CC[C@H]2CC[C@H](NC(=O)Cc3ccccn3)[C@@H](CO)O2)nn1,-0.6,-6,-18,-0.6,-2,3.6,-23,-6
Cc1cc(C(=O)N/N=C/c2cc(Cl)cc([N+](=O)[O-])c2O)n[nH]1,/,/,-21,7.5,8,-0.5,8,/
CO[C@@H]1CN(C)C(=O)c2ccc(NC(=O)C3CCC3)cc2OC[C@H](C)N(C)C[C@H]1C,0.3,-17,6,-0.2,2,0.2,13,-9
O=C(Nc1ccc(Cl)cc1)Nc1ccc(N2CCC(C(F)(F)F)CC2)nc1,0.0,9,-16,2.5,0,-0.8,0,2
O=C(CCN1C(=O)/C(=C\c2ccccc2)SC1=S)N1CCCCC1,0.1,14,-2,/,1,-0.6,4,10
O=C(COC(=O)c1ccco1)NCC1CCCCC1,0.1,4,-12,/,1,0.8,19,-4
Cc1ccc(/C(O)=C/c2nc3cc(C)ccc3oc2=O)cc1,0.1,2,-46,-0.1,1,0.4,5,0
COc1cc(/C=C/C(=O)OC(C)C(=O)Nc2c(C)n(C)n(-c3ccccc3)c2=O)ccc1O (configuration not stated),0.0,6,-7,0.1,1,0.4,-9,5
Cc1nn(-c2ccc(Cl)nn2)c(=O)c2ccccc12,0.0,4,-4,2.7,-5,-2.6,3,-2
CC(C)Cc1cc(C(=O)Nc2ccc(Br)cc2)no1,-0.1,-1,1,3.2,0,-2.1,3,/
C[C@H]1CCCCO[C@H](CN(C)C(=O)Cc2ccccc2)[C@@H](C)CN([C@@H](C)CO)C(=O)c2cc(NS(C)(=O)=O)ccc2O1,0.2,-4,2,-0.1,-4,-3.0,-11,-3
C[C@H]1CN([C@@H](C)CO)C(=O)c2cc(C#CCN(C)C)cnc2O[C@H]1CN(C)C(=O)c1cnccn1,0.0,1,-6,0.3,0,1.3,-4,-1
COCC(=O)N1CC(=O)N2[C@H](CO)[C@@H](c3ccc(C#CCc4ccccc4)cc3)[C@@H]2C1,0.1,2,-1,0.1,3,0.1,3,/
O=[N+]([O-])c1ccc(O)c(/C=N/n2c(-c3ccccc3)n[nH]c2=S)c1,0.0,2,-26,/,0,-2.2,-10,-2
